Yeast eIF2B: modulators of yeast eIF2B activity; inhibition, % at 25 µM (by protocol); S. cerevisiae eIF2B-epsilon R284H, GCN4-lacZ luminescence; 27,000 compounds, 0.91% hits;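 active = mutant luminescence inhibited past about 50% while wild type luminescence and mutant growth stay under set limits, limit read from the data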; note: some compounds called inactive have numbers as strong as hits
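Assay system: yeast eIF2B-epsilon R284H mutant carrying GCN4–beta-galactosidase fusion / Buffer or medium: YPD / Incubation: 16 h growth with compound at 30 °C, 90 min Beta-Glo step / Detection: Beta-Glo luminescence after Z-buffer lysis, growth by 595 nm absorbance / Read-out: % inhibition of reporter signal and growth versus controls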
Yeast tox: Inhibitors of S. cerevisiae growth, toxicity; S. cerevisiae wild-type growth, A595 turbidity, 16 h; growth inhibition, % at 25 µM (by protocol); 30,000 compounds, 0.3% hits;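 active = mutant and wild-type yeast strains alike exhibit over 30% growth inhibition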;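 note: 0% = untreated cell controls and 100% = YPD media blanks without cells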
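Incubation: 16 h growth with compound, 30 °C; Material: S. cerevisiae wild-type or eIF2Bepsilon-R284H mutant strain; Signal: turbidity measured as absorbance at 595 nm; Medium: YPD yeast growth medium; Measure: growth inhibition (%) versus cell controls and blanks; Doses: 25 µM single dose.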
Yeast tox inhibition %: also measured in Yeast tox; calls as there; growth inhibition, %; S. cerevisiae eIF2Bepsilon-R284H mutant growth, A595 turbidity, 16 h;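 each compound tested once at 25 µM; 0% equals untreated cells and 100% equals cell-free medium blanks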
Yeast eIF2B mutant toxicity: recorded beside Yeast eIF2B, whose call it bears; growth inhibition, %; measured here: mutant yeast growth, toxicity;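 each compound tested once at 25 µM; zero equals untreated control growth and 100 equals blank medium absorbance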
Active calls of the source: *; nt = no result given. This is a subset; rates above refer to the full screens.

Below each compound: Yeast eIF2B	Yeast eIF2B mutant toxicity	Yeast tox	Yeast tox inhibition %
O=C1OC(c2ccccc2)/C(=C(/O)c2ccc(Cl)cc2)C1=O (centres undefined)
  nt	nt	6.9	0.0
COC(=O)CCN(C(=O)C12CC3CC(CC(C3)C1)C2)c1ccccn1
  15.1	10.3	7.6	10.3
CNC(=O)c1ccc(N(Cc2ccccc2)S(C)(=O)=O)cc1
  44.0	15.6	4.8	15.6
CC(C)N(Cc1nnc(-c2ccccc2Cl)o1)C(=O)c1cccc(C#N)c1
  4.0	-3.5	-23.4	-3.5
O=C(OC(C(=O)NCC1CCCO1)c1ccc(F)cc1)c1ccco1 (centres undefined)
  16.8	17.2	5.1	17.2
Cn1c(=O)c2c(nc(NCc3cccnc3)n2Cc2ccc(Cl)cc2)n(C)c1=O
  21.9	25.0	1.2	25.0
O=C(CCn1c(=S)[nH]c2cc3c(cc2c1=O)OCO3)NCCN1CCCC1
  21.8	25.9	12.6	25.9
COc1ccc(CNc2nc(-c3cccnc3)nn2C(=O)c2ccco2)cc1
  2.1	-12.9	-26.1	-12.9
CC1(C)N(O)CC(c2cccs2)=[N+]1[O-]
  9.1	9.3	16.3	9.3
CN(Cc1ccccc1)c1oc(-c2ccco2)nc1C#N
  19.8	3.7	-0.2	3.7
CC(=O)Nc1cccc(-c2nnc(-c3ccccc3)o2)c1
  34.7	-3.2	-6.4	-3.2
COc1ccc(CCNc2oc(-c3ccccc3OC)nc2C#N)cc1OC
  -10.3	11.1	12.4	11.1
Cc1cc(C(=O)NCc2cc(C)n(C)n2)sc1-c1ccccc1
  nt	nt	-6.2	14.8
CC(C)(C)C(=O)[C@H]1[C@H](c2ccccc2)[C@@]2(N=C(c3ccccc3)OC2=O)C2c3ccccc3C=NN21 (some centres undefined)
  1.8	-28.6	21.2	-28.6
COc1ccc(C(=O)Nc2ccccc2NC(=O)c2ccco2)cc1OC
  20.2	nt	nt	nt
Cc1cc(Cl)ccc1OC(C)c1nnc(N)s1 (centres undefined)
  29.1	13.3	16.7	13.3
Brc1ccc(CN2CCN(c3ccccn3)CC2)s1
  16.6	18.9	11.5	18.9
CC1CN(C(=O)CCn2c(=O)oc3ccccc32)CC(C)O1 (centres undefined)
  17.8	7.4	14.9	7.4
CCCCN(CCCNC(=O)C1CCN(S(=O)(=O)N2CCOCC2)CC1)c1ccccc1
  24.1	-6.9	5.8	-6.9
CCOC(=O)c1cc(C(=O)OCC)cc(-n2cc(O)c(C(=O)OCC)n2)c1
  17.3	-40.0	-2.9	-40.0
COc1ccc(OCC#CCNC(C)(C)C)cc1
  17.9	6.7	8.1	6.7
CC(c1ccco1)N(C(=O)Nc1ccccc1)C1CCCCC1 (centres undefined)
  17.8	18.8	-4.5	18.8
O=C(NC1(C(F)(F)F)N=C2SCCN2C1=O)c1ccco1 (centres undefined)
  -3.1	-30.0	-12.7	-30.0
CCOc1cc(C(=O)Nc2ccccc2N2CCN(S(C)(=O)=O)CC2)cc(OCC)c1OCC
  -15.5	7.1	-10.8	7.1
CC(CC#CCN1CCOCC1)OCCC#N (centres undefined)
  15.9	-9.1	12.9	-9.1
Cc1cc(C(=O)COC(=O)C2=NNC(=O)CC2)c(C)n1-c1ccccc1
  -2.9	-28.6	-6.2	-28.6
CCN(CCCNC(=O)CC(C(=O)N1CCc2ccccc21)n1ccnc1)c1cccc(C)c1 (centres undefined)
  -5.7	-9.5	-14.6	-9.5
O=C(CCN1C(=O)C2C3C=CC(C3)C2C1=O)Nc1ccccn1 (centres undefined)
  7.0	15.2	6.1	15.2
O=C(c1ccc(F)cc1)N1CCC(O)(c2cccnc2)CC1
  18.5	-25.0	1.6	-25.0
CC(C)OC(=O)n1c(=S)oc2ccccc21
  13.5	12.5	18.4	12.5
Cc1ccc(CNc2ncc(-c3ccc4c(c3)OCO4)n2C)cc1
  20.1	7.7	4.8	7.7
CCOc1ccccc1N(CC(=O)NC(C)(C)C)C(=O)Cn1nnc(-c2ccc(C)o2)n1
  19.1	3.7	19.3	3.7
CN(C)CCNC(=O)Cn1nc(C(F)F)cc1C1CC1
  10.8	-8.3	-0.7	-8.3
Cc1[nH]c(=O)c(C#N)c(C)c1Br
  23.4	25.0	16.7	25.0
Cc1ccc(-c2nn(CC(=O)NCc3cc(-c4nn(C)c(=O)c5ccccc45)ccc3C)c(=O)c3ccccc23)cc1
  -7.5	18.8	-8.6	18.8
Cc1noc(C)c1COC(=O)[C@H](C)NS(=O)(=O)c1ccc(Cl)c(Cl)c1
  nt	nt	29.7	9.3
Cc1ccc(-c2nnn(CC(=O)N(c3ccccc3)C(C(=O)NC3CCCC3)c3ccco3)n2)o1 (centres undefined)
  18.0	6.9	-6.0	6.9
CC1(C)Cc2c(c(-c3ccccc3)[nH]c(=O)c2C#N)CS1
  18.6	3.5	16.4	3.5
O=C(NCCc1ccccc1)C1CCN(C(=O)NCc2ccccc2)CC1
  16.9	11.8	1.7	11.8
O=C(CSc1ccccc1)Nc1ccncc1
  35.8	-16.7	6.9	-16.7
Cc1nc2c(s1)sc1ccccc12
  15.6	nt	nt	nt
COC(=O)CC/C(O)=C1\C(=O)CC(C)(C)CC1=Nc1ccccc1OC
  10.2	12.8	-7.6	12.8
O=C1C(C=NCc2cccnc2)=C(O)c2ccccc21
  19.7	4.0	21.6	4.0
Cc1cc(C)c(S(=O)(=O)Nc2cccnc2)c(C)c1
  10.0	-30.9	12.2	-30.9
COc1ccc(C2SCCN2S(=O)(=O)c2ccc(NC(C)=O)cc2)cc1 (centres undefined)
  nt	nt	13.1	6.4
CC(=O)N(CCCN1CCOCC1)Cc1ccncc1
  nt	nt	36.5	17.8
COc1ccc(OC)c(N=C(C)C2=C(O)COC2=O)c1
  -2.4	14.0	3.8	14.0
Cc1cc(F)c(F)c(C(=O)N2CCN(C)CC2)c1Cl
  27.7	5.4	4.3	5.4
CCN=C1SC(CC(=O)Nc2sc(C)c(C)c2C(=O)OC)C(=O)N1CC (centres undefined)
  18.1	nt	10.2	0.0
CCC(C(=O)O)N1C(=O)c2ccccc2C1=O (centres undefined)
  9.0	-40.0	2.5	-40.0
Cc1noc(C)c1C(=O)Nc1ccc2c(c1)CCC2
  65.2*	nt	nt	nt
O=C(NCc1ccco1)C1CC(=O)N(c2ccc(O)cc2)C1 (centres undefined)
  19.5	14.6	3.7	14.6
CCC(C)c1ccc(O)c(NC(=O)c2ncn[nH]2)c1 (centres undefined)
  -30.2	-10.0	7.3	-10.0
Cc1cccc(C)c1OCC(O)Cn1nnc2ccccc21 (centres undefined)
  nt	nt	12.1	5.3
Cc1nccn1CC(O)COc1ccccc1 (centres undefined)
  nt	nt	-1.4	3.3
CC(C(=O)NC1=NCCS1)N1C(=O)C2CC=CCC2C1=O (centres undefined)
  -12.2	10.7	7.6	10.7
CC(=O)c1cc2c(cc1NC(=O)C1CC1)OCO2
  -1.3	nt	nt	nt
COC(=O)Cc1[nH]nc2c1C(c1c[nH]c3ccccc13)C(C#N)=C(N)O2 (centres undefined)
  nt	nt	18.3	3.3
CCSC(C)CC1C/C(=N/O)c2c(CC)noc2C1 (centres undefined)
  -22.0	3.9	7.4	3.9
Cc1ccc(C)c(N(CC(=O)NCCC2=CCCCC2)S(C)(=O)=O)c1
  8.6	8.8	15.4	8.8

Later entries
Below each compound: Yeast eIF2B	Yeast eIF2B mutant toxicity	Yeast tox	Yeast tox inhibition %
O=C(Nc1ccc(Cl)c(Cl)c1)OCCNC(=O)c1cccc(Cl)c1
  19.1	nt	2.3	0.0
O=C(CSc1nnc(-c2cccnc2)n1Cc1ccco1)c1ccccc1
  -12.3	-7.5	1.6	-7.5
O=C(CN(Cc1ccco1)C(=O)CNS(=O)(=O)c1ccc(Cl)cc1)NC1CCCCC1
  13.6	-15.0	20.8	-15.0
COc1ccc(N2CCN(c3oc(Cc4ccccc4)nc3C#N)CC2)cc1
  -21.0	20.0	24.6	20.0
CN1/C(=C/C2CC(=O)N(c3ccc([N+](=O)[O-])cc3)C2=O)C(C)(C)c2ccccc21 (centres undefined)
  nt	nt	3.5	7.5
CCOc1ccc(NC(=O)CSc2nnc(C)n2CC2CCCO2)cc1 (centres undefined)
  -20.3	13.5	10.7	13.5
Cc1nn(CC(=O)NCc2ccccc2)c(=O)c2ccccc12
  27.4	nt	nt	nt
CC(C)Cc1nc2n[nH]c(N)c2c2c1CCC2
  15.0	19.0	8.5	19.0
CCOc1ccc(N(C(C)C(=O)NCc2ccco2)S(C)(=O)=O)cc1 (centres undefined)
  9.5	12.9	7.8	12.9
Cc1cc(C)cc(CC2CC(=O)N(c3nc(C)cc(C)n3)C2=O)c1 (centres undefined)
  11.8	-6.9	5.8	-6.9
COc1ccc(OC)c(S(=O)(=O)NC2CCCCC2)c1
  19.8	22.6	14.3	22.6
Cc1ccc(CSc2ncnc3c2cnn3Cc2ccccc2)cc1C
  25.6	-15.0	-10.3	-15.0
CC(=O)N1CCc2cc(S(=O)(=O)NCCC(=O)NCCc3ccccc3)ccc21
  18.9	13.8	4.9	13.8
Cc1cccc(Cn2c(Sc3nc(C)cs3)nc3c2c(=O)[nH]c(=O)n3C)c1
  -6.3	3.3	-0.2	3.3
c1ccc(-n2nnnc2SCc2cccc(CSc3nnnn3-c3ccccc3)n2)cc1
  -21.6	nt	nt	nt
O=C(Oc1cccnc1)c1ccc(Cl)cc1
  18.7	11.1	16.4	11.1
O=C(CN(Cc1ccc2c(c1)OCO2)C(=O)CNS(=O)(=O)c1ccccc1)NCC1CCCO1 (centres undefined)
  20.3	-18.2	15.6	-18.2
COc1cccc(-c2nnn(CC(C)=O)n2)c1
  -28.7	-3.1	7.9	-3.1
Cc1cc(C)nc(Nc2n[nH]c(COc3ccc(Cl)cc3)n2)n1
  35.0	-35.7	-2.0	-35.7
Cc1cc(=O)n2[nH]c(-c3ccc(F)cc3)cc2n1
  27.5	nt	nt	nt

The last two records of the section before are carried over, then new ones follow.
Below each compound: Yeast eIF2B	Yeast eIF2B mutant toxicity	Yeast tox	Yeast tox inhibition %
Cc1cc(C)nc(Nc2n[nH]c(COc3ccc(Cl)cc3)n2)n1
  35.0	-35.7	-2.0	-35.7
Cc1cc(=O)n2[nH]c(-c3ccc(F)cc3)cc2n1
  27.5	nt	nt	nt
C(=N\c1nc2ccccc2n1CCN1CCOCC1)/c1cccs1
  37.6	nt	-8.6	0.0
C[N+]1(CC(=O)Nc2ccccc2Cl)CCN(C(=O)c2cccs2)CC1
  -11.8	-14.3	3.7	-14.3
CCOC(=O)N1CCN(Cc2nc3c(c(=O)[nH]c(=O)n3C)n2Cc2ccccc2C)CC1
  -11.9	10.0	4.4	10.0
Cc1ccc(C(=O)/C=C2/NC(=O)CS2)cc1
  1.4	-7.1	8.4	-7.1
CCN1C(=O)/C(=C\N2CCCCCC2)SC1=S
  34.6	4.0	6.5	4.0
COc1cccc(NC(=O)CCc2nc(-c3ccccc3F)no2)c1
  8.0	14.3	-8.3	14.3
Fc1ccc(CSc2nc3ncccc3[nH]2)cc1
  -21.5	nt	1.4	0.0
Cc1cc(NC(=O)C2C3C(=O)N(Cc4ccc(Cl)cc4)C(C(=O)NC4CCCCC4)C34C=CC2(C)O4)no1 (centres undefined)
  -5.2	-4.8	14.1	-4.8
CC(C)(C)c1cn(-c2ccc(Cl)cc2)c(=S)[nH]1
  nt	nt	14.5	20.0
COC(=O)Nc1ccc(S(=O)(=O)Nc2ccccc2F)cc1
  17.6	-20.0	-0.8	-20.0
CC(=O)CSc1nc(N)c(C#N)c(-c2cccs2)c1C#N
  nt	nt	35.7	-7.9
COc1ccc(CNC(=O)CN(Cc2ccc(Cl)cc2)S(=O)(=O)c2ccccc2)cc1
  22.2	12.9	20.7	12.9
Cc1ccc(NC(=O)CCn2cccc2)cc1F
  15.7	21.9	4.1	21.9
C=CCN(CC=C)S(=O)(=O)c1ccc(F)cc1
  -5.5	-10.3	5.5	-10.3

A draw from above in order of length of the SMILES, lowest first.
Below each compound: Yeast eIF2B	Yeast eIF2B mutant toxicity	Yeast tox	Yeast tox inhibition %
Cc1ccc(NC(=O)CCn2cccc2)cc1F
  15.7	21.9	4.1	21.9
Fc1ccc(CSc2nc3ncccc3[nH]2)cc1
  -21.5	nt	1.4	0.0
CCN1C(=O)/C(=C\N2CCCCCC2)SC1=S
  34.6	4.0	6.5	4.0
C(=N\c1nc2ccccc2n1CCN1CCOCC1)/c1cccs1
  37.6	nt	-8.6	0.0
COc1ccc(CNC(=O)CN(Cc2ccc(Cl)cc2)S(=O)(=O)c2ccccc2)cc1
  22.2	12.9	20.7	12.9
CCOC(=O)N1CCN(Cc2nc3c(c(=O)[nH]c(=O)n3C)n2Cc2ccccc2C)CC1
  -11.9	10.0	4.4	10.0

From PubChem
